Source: PubChem BioAssay (Southern Research Specialized Biocontainment Screening Center)
PhoP GFP inhibition = Inhibition of PhoP regulon, Salmonella typhi GFP reporter cells, confirmation, 4 h (AID 1850). Salmonella Typhi PhoP-promoter GFP reporter, fluorescence, 4 h; higher % means a stronger effect. one-dose inhibition, % at 50 µM; IC50 in µM for titrated hits. 310,000 compounds, 0.33% hits; in the data active means a potency from the dose series; inconclusive means inhibition mostly from about 25% at the one dose, without a potency; inactive means the rest, 99 in 100 with inhibition below about 19%;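 further: 0% = induced wells with vehicle and 100% = uninduced wells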
H1N1 NS1A inhibition = H1N1 influenza NS1A inhibitors, functional cell based assay (AID 504329) | inhibition, % at 12.5 µM, or IC50 in µM where a hit was titrated | 340,000 compounds, 0.3% hits | NS1A functional cell-based assay, percent inhibition; higher % means a stronger effect; in the data active means a potency from the dose series; inconclusive means inhibition above about 27% without an active follow-up result; further: strong numbers were not always called active
VEEV TC-83 Vero = inhibitors of VEEV TC-83 cytopathic effect, confirmation, Vero cells (AID 588727); Vero cells, VEEV TC-83 cytopathic effect inhibition; higher % means a stronger effect; inhibition, % at 20 µM, or IC50 in µM where a hit was titrated; 350,000 compounds, 0.13% hits; in the data active means a potency from the dose series; inconclusive means inhibition mostly from about 14% at the one dose, without a potency; inactive means the rest, 99 in 100 with inhibition below about 12%; further: strong numbers were not always called active
H37Rv inhibition = M. tuberculosis growth inhibition, HTS (AID 449762). 330,000 compounds, 0.59% hits. inhibition, % at 25 µM; hits with a dose series show IC50 in µM. M. tuberculosis H37Rv growth inhibition, 7H9 media; higher % means a stronger effect; in the data active means a potency from the dose series; inconclusive means inhibition above about 70% without an active follow-up result;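 further: bacterial growth assessed after seven days of incubation; strong numbers were not always called active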
M. tuberculosis = growth inhibition of non-replicating M. tuberculosis (AID 488890). Mycobacterium tuberculosis non-replicating, growth inhibition; higher % means a stronger effect. one-dose inhibition, % at 25 µM; IC50 in µM for titrated hits. 320,000 compounds, 0.39% hits; in the data active means a potency from the dose series; inconclusive means inhibition mostly from about 82% at the one dose, without a potency; inactive means the rest, 99 in 100 with inhibition below about 76%;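 further: plate controls were DMSO cells for no effect and high antibiotic wells for full effect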
VEEV TC-83 Vero 10K pilot screen = also measured in VEEV TC-83 Vero; calls as there; inhibition, %; measured here: 10K pilot screen inhibition
* marks the source's active call; other numbers are inactive results; i = inactive; ? = inconclusive; . = no result given.

SMILES	PhoP GFP inhibition	H1N1 NS1A inhibition	VEEV TC-83 Vero	H37Rv inhibition	M. tuberculosis	others
C/C(CCc1ccccc1)=N\NC(=O)CC(=O)NCCc1ccccc1	-4%	-13%	i	-7%	1%
CCC1(c2ccccc2)C(=O)NC(=O)NC1=O	.	-6%	1.5%	-4%	-9%
CC(=O)OCC1CCCC2=C(C)C(=O)CCC21COC(C)=O (centres undefined)	-6%	-6%	i	-5%	-7%
COC(=O)C[C@H]1c2cc(C(F)(F)F)ccc2S(=O)(=O)N1Cc1ccccc1	-7%	-9%	i	3%	-7%
O=C(Cn1nc(Cl)nc1Cl)c1ccc([N+](=O)[O-])cc1	26%	-23%	0.4%	-1%	7%
CC12CCC(c3nnc(SCc4ccc(Cl)cc4)nc31)C2(C)C (centres undefined)	-4%	2%	4.0%	5%	29%
Clc1ccc2scc(CN3CCCC3)c2c1	3%	14%	1.7%	-3%	3%
CCSC1(SCC)N=C(N)C2(C#N)C(c3ccc(F)cc3)C12C#N (centres undefined)	1%	6%	1.4%	3%	17%	VEEV TC-83 Vero 10K pilot screen=2.8
CN(Cc1cn(C)nc1-c1ccc(Oc2ccccc2)cc1)Cc1cnc2ccccn12	16%	0%	6.2%	51%	54%
CC(OC(=O)Cn1[nH]c(=O)c2ccccc2c1=O)C(=O)NC1(C#N)CCCCC1 (centres undefined)	-4%	-3%	i	9%	3%
O=C(N/N=C/c1ccc(O)cc1)c1cccc(C(F)(F)F)c1	-8%	-9%	0.2%	-22%	i
Cc1ccc(-n2nc3c(c2NC(=O)c2ccc4c(c2)OCO4)CS(=O)(=O)C3)c(C)c1	8%	7%	i	5%	-2%
CCN(CC)C(=O)CN(c1cccc(Br)c1)S(C)(=O)=O	-9%	.	1.2%	-8%	-7%
Cc1ccccc1S(=O)(=O)N1[C@@H](c2ccc(Br)cc2)C(C(=O)O)=CC[C@H]1c1ccc(Cl)cc1	.	9%	i	0%	70%
O=C(NCc1ccccn1)c1nc(-c2ccc(C(F)(F)F)cc2)no1	1%	-4%	0.1%	1%	70%
CCc1ccc(NC(=O)Cn2nnc(-c3ccc(C)cc3-n3cnnn3)n2)cc1	-17%	-11%	1.4%	5%	-6%
CCN1CCN(C(=O)CN(C)S(=O)(=O)c2ccc(OC)cc2)CC1	7%	3%	i	-8%	0%
Nc1c(N2CCCCC2)c(=O)[nH]c(=O)n1-c1ccccc1	9%	-3%	1.2%	-2%	-12%
O=C(NCCN=C1NS(=O)(=O)c2ccccc21)c1ccc(S(=O)(=O)N2CCOCC2)cc1	-2%	4%	2.3%	-2%	-18%
Cc1nn(Cc2ccccc2)c(Cl)c1C(=O)NC(C)(C)C	-5%	-7%	i	2%	-13%
Cn1cccc1C(=O)OCC(=O)c1c[nH]c2ccccc12	.	4%	4.1%	10%	14%
Cc1ccc(C(=O)NCCN(C)C)cc1C	12%	-2%	1.1%	12%	1%
CN1CCCc2cc(C=O)ccc21	7%	3%	0.1%	-2%	-5%
COc1ccc2cc(S(=O)(=O)c3ccccc3)c(=O)oc2c1	-3%	14%	0.3%	-6%	5%
O=c1cc(C(F)(F)F)nc(SC/C=C/c2ccccc2)[nH]1	5%	-12%	2.2%	-5%	?
Cc1ccc2nc(-c3ccc(NC(=O)CN4CCN(c5ccccn5)CC4)cc3)sc2c1	1%	.	3.8%	-2%	5%
COc1ccc(NC(=O)Nc2nnc(Cc3ccc(OC)c(OC)c3)s2)cc1	-5%	-2%	0.9%	11%	19%
Cc1nn(-c2ccccc2)c(N2CCCC2)c1/C=C1\N=C(c2ccccc2)OC1=O	-7%	3%	0.5%	7%	?
COc1ccc(CCC(=O)Nc2cccc(S(=O)(=O)N(C)C)c2)cc1OC	-4%	24%	i	-2%	2%
CCN(CC)CCCNC(=O)c1cc2c(Cl)nc3ccccc3c2s1	-11%	12%	2.6%	6%	?
CCOC(=O)CSc1nc(C)cc2c1C(=O)OC2	5%	0%	1.1%	-5%	-1%
CCCc1cc(C(=O)Nc2ccc(C(=O)OC)cc2)cs1	-10%	-8%	2.6%	-1%	27%
CCC1(c2ccccc2)NC(=O)N(CC(=O)Nc2ccc(S(=O)(=O)N3CC(C)CC(C)C3)cc2)C1=O (centres undefined)	2%	-7%	3.0%	10%	28%
Cn1c(N)c(C(=O)COC(=O)/C=C/c2ccc(S(=O)(=O)N3CCOCC3)cc2)c(=O)n(C)c1=O	20%	3%	1.1%	-15%	2%
Oc1ccc(-c2cn3ccccc3n2)cc1O	-6%	4%	0.9%	-2%	-4%
CSc1cccc(NC(=O)C2CCCN(S(=O)(=O)c3ccc(F)cc3)C2)c1 (centres undefined)	-2%	6%	6.9%	-1%	7%
COC(=O)CSc1[nH]c2cc(C)ccc2c1[N+](=O)[O-]	-9%	1%	i	?	?
O=Cc1sc(Nc2ccccc2)nc1Cl	-6%	-6%	1.0%	6%	56%
Oc1c(Br)cc(Br)c2cccnc12	.	-9%	>25µM*	.	.
O=C(NCCCN1CCOCC1)c1sc2cc(Cl)ccc2c1Cl	27%	8%	0.7%	-4%	21%
Cc1ccc(S(=O)(=O)N2CCCC(c3nc4c(nnn4Cc4ccc5c(c4)OCCO5)c(=O)[nH]3)C2)cc1 (centres undefined)	8%	5%	8.5%	13%	-10%
O=C(CSc1nnc(COc2ccccc2)o1)NCCc1ccccc1	1%	17%	i	?	?
CC1(C)C(=O)OC(c2cccc([N+](=O)[O-])c2)C2(CCCCC2)C1=O (centres undefined)	-5%	-14%	i	2%	.
CCn1ccc2c(OCC(=O)NCCc3ccc(OC)c(OC)c3)cccc2c1=O	-3%	-12%	4.2%	0%	-8%
CCC(=O)NC(=S)Nc1ccc(NC(=O)c2ccc(C)c([N+](=O)[O-])c2)cc1	-4%	3%	2.8%	42%	31%
CCOc1ccccc1NC(=O)CSc1nc2cccnc2n1C	-10%	3%	4.1%	-4%	3%
O=C(Nc1cc(Br)ccc1O)c1cc(-c2cccs2)on1	4%	-4%	0.1%	6%	21%
COC(=O)c1cc2cc(NS(=O)(=O)c3ccc(C)cc3)ccc2s1	-10%	-3%	4.6%	12%	32%
CC(C)(C)NCCOc1ccc(Br)cc1	-1%	11%	1.4%	-1%	-3%
Cc1ccc(S(=O)(=O)N2CCN(C(=O)C(C)Cn3nc(C)c(C)c3C)CC2)cc1 (centres undefined)	-5%	-3%	0.9%	0%	-4%
O=C(CN1CCC(n2nnc3cc(F)ccc32)CC1)Nc1ccc2c(c1)CCC2	6%	4%	2.7%	57%	56%
N#Cc1ccc(NC(=O)COC(=O)C2Cc3ccccc3CN2C(=O)c2ccccc2)cc1 (centres undefined)	-1%	1%	0.9%	4%	17%
CC(C)CNC(=O)CC(=O)N/N=C/c1ccc(F)cc1	-3%	-9%	0.5%	5%	-13%
NS(=O)(=O)c1ccc(N=Cc2ccc(Br)s2)cc1	5%	16%	0.1%	-5%	3%
CC(C)(C)NC(=O)CN(Cc1cccs1)C(=O)CNS(=O)(=O)c1ccccc1	7%	1%	i	-7%	4%
CN1CCN(C2=Nc3c(Cl)cc(Cl)c4cccc2c34)CC1	19%	16%	7.0%	-2%	64%
COc1ccc(Nc2ncc(F)c(N3CCOCC3)n2)cc1	-4%	13%	8.5%	0%	23%
Cc1c(N2C(=O)C(=O)/C(=C(/O)c3ccc(Cl)cc3)C2c2ccccc2)c(=O)n(-c2ccccc2)n1C (centres undefined)	-5%	-3%	0.9%	6%	47%
CC(C)N1CCc2c(sc(NC(=O)CCS(=O)(=O)c3ccccc3)c2C(N)=O)C1	-2%	-6%	4.1%	-1%	-4%
COc1cccc(CNC(=O)Cn2cc3c(n2)CCCCC3)c1	-9%	12%	i	-10%	7%

Ordered by count of non-hydrogen atoms (rising): part of the list above
SMILES	PhoP GFP inhibition	H1N1 NS1A inhibition	VEEV TC-83 Vero	H37Rv inhibition	M. tuberculosis	others
CC1(C)C(=O)OC(c2cccc([N+](=O)[O-])c2)C2(CCCCC2)C1=O (centres undefined)	-5%	-14%	i	2%	.
N#Cc1ccc(NC(=O)COC(=O)C2Cc3ccccc3CN2C(=O)c2ccccc2)cc1 (centres undefined)	-1%	1%	0.9%	4%	17%
Cc1c(N2C(=O)C(=O)/C(=C(/O)c3ccc(Cl)cc3)C2c2ccccc2)c(=O)n(-c2ccccc2)n1C (centres undefined)	-5%	-3%	0.9%	6%	47%

The list goes on.
SMILES	PhoP GFP inhibition	H1N1 NS1A inhibition	VEEV TC-83 Vero	H37Rv inhibition	M. tuberculosis	others
CN1CC(C(=O)c2ccc([N+](=O)[O-])cc2)C(c2ccc(Cl)cc2)C1 (centres undefined)	6%	-8%	0.2%	7%	64%
CC(Nc1c([N+](=O)[O-])c(=O)oc2ccccc12)C(Cl)c1ccccc1 (centres undefined)	-6%	9%	2.3%	-7%	16%
CCOc1ccc(NC(=O)CN(C)C(=O)c2ccc(OCC(=O)N3CCOCC3)c(OC)c2)cc1OCC	.	-18%	0.7%	.	.
C=CCNC(=O)c1oc2ccc(S(=O)(=O)N3CCCCC3)cc2c1C	0%	7%	2.0%	1%	8%
Cc1ccnc(NC(=O)CCC(=O)c2cccs2)c1	-7%	0%	1.4%	0%	3%
Cc1ccc(C)c(Cn2c(C(=O)O)c(C=O)c3ccccc32)c1	-53%	6%	1.6%	4%	3%
Cc1ccc(S(=O)(=O)NCc2ccc(C(=O)NCCN(Cc3ccccc3)C(C)C)cc2)cc1	11%	7%	0.4%	-8%	34%
O=P(COCCO)(c1ccccc1)c1ccccc1	6%	0%	0.8%	-6%	-1%
Cc1cccc(CCN2C(N(C)C)=NC[C@@H]2C)c1	7%	2%	0.2%	-4%	10%	VEEV TC-83 Vero 10K pilot screen=0.1
C=CCn1c(SCC(=O)Nc2ccc(-c3nc4ccc(C)cc4s3)cc2)nnc1-c1ccccc1	-11%	2%	1.2%	2%	-12%
CCN(C(=O)COC(=O)C1CCN(S(=O)(=O)c2ccc(C)c(C)c2)CC1)C1CCS(=O)(=O)C1 (centres undefined)	9%	-4%	1.6%	1%	10%
Cn1nc(C(=O)O)c(=O)n(C)c1=O	.	-5%	5.7%	.	.
CCCS(=O)(=O)N1CCc2ccc(NC(=O)C3CCCO3)cc2C1 (centres undefined)	-11%	-6%	1.0%	-4%	6%
COc1cccc(/C=C/C(=O)OCC(=O)NCCC2=CCCCC2)c1OC	.	-19%	1.8%	7%	36%
O=C(CNC(=O)c1cccs1)N/N=C/c1ccccc1[N+](=O)[O-]	18%	1%	0.5%	1%	-10%
COc1ccc(/C=N/NC(=O)CSCC(=O)Nc2ccccc2)cc1OC	5%	5%	2.1%	-4%	6%
Cc1cc(NS(=O)(=O)c2ccc(N)cc2)no1	8%	-4%	0.7%	?	66%
Cc1ccc(C)n1C1CCS(=O)(=O)C1 (centres undefined)	-6%	20%	0.1%	0%	1%	VEEV TC-83 Vero 10K pilot screen=0.0
CC1=CC(=C2C(=O)c3ccccc3C2=O)C=C(C)O1	-18%	3%	4.8%	0%	6%
Cc1nc2sc(C(c3cccc(F)c3)N3CCC(O)CC3)c(O)n2n1 (centres undefined)	-4%	5%	2.3%	-1%	0%

By substructure: those above containing a Cl atom
SMILES	PhoP GFP inhibition	H1N1 NS1A inhibition	VEEV TC-83 Vero	H37Rv inhibition	M. tuberculosis	others
O=C(Cn1nc(Cl)nc1Cl)c1ccc([N+](=O)[O-])cc1	26%	-23%	0.4%	-1%	7%
CC12CCC(c3nnc(SCc4ccc(Cl)cc4)nc31)C2(C)C (centres undefined)	-4%	2%	4.0%	5%	29%
Clc1ccc2scc(CN3CCCC3)c2c1	3%	14%	1.7%	-3%	3%
Cc1ccccc1S(=O)(=O)N1[C@@H](c2ccc(Br)cc2)C(C(=O)O)=CC[C@H]1c1ccc(Cl)cc1	.	9%	i	0%	70%
Cc1nn(Cc2ccccc2)c(Cl)c1C(=O)NC(C)(C)C	-5%	-7%	i	2%	-13%
CCN(CC)CCCNC(=O)c1cc2c(Cl)nc3ccccc3c2s1	-11%	12%	2.6%	6%	?
O=Cc1sc(Nc2ccccc2)nc1Cl	-6%	-6%	1.0%	6%	56%
O=C(NCCCN1CCOCC1)c1sc2cc(Cl)ccc2c1Cl	27%	8%	0.7%	-4%	21%
CN1CCN(C2=Nc3c(Cl)cc(Cl)c4cccc2c34)CC1	19%	16%	7.0%	-2%	64%
Cc1c(N2C(=O)C(=O)/C(=C(/O)c3ccc(Cl)cc3)C2c2ccccc2)c(=O)n(-c2ccccc2)n1C (centres undefined)	-5%	-3%	0.9%	6%	47%
CN1CC(C(=O)c2ccc([N+](=O)[O-])cc2)C(c2ccc(Cl)cc2)C1 (centres undefined)	6%	-8%	0.2%	7%	64%
CC(Nc1c([N+](=O)[O-])c(=O)oc2ccccc12)C(Cl)c1ccccc1 (centres undefined)	-6%	9%	2.3%	-7%	16%
